# TbPYK inhibitor – qHTS of Trypanosoma Brucei Inhibitors; TbPYK enzyme, Kinase-Glo Plus ATP luminescence, 45 min; Potency, µM (doses to about 76.8 µM), without a hit: top-dose activity, negative = inhibition, hits mostly inhibitors; hit rate 0.12% among 410,000; also: potency is read from the fitted curve at half-maximal effect; % is scaled to controls: 0 for no effect and ±100 for the full control effect; nearly all actives have a fitted effect of over 50% in size
#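 Activity of T. brucei pyruvate kinase was followed by Kinase-Glo Plus luminescence after the enzyme reacted 45 min at room temperature with 130 uM ADP (final) and substrate. Test compounds were added before ADP at multiple concentrations.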
# CHX counter – Cycloheximide Counterscreen for Small Molecule Inhibitors of Shiga Toxin; cell reporter, cycloheximide protein synthesis inhibition counterscreen; max response, %; hit rate 12% among 300,000; in the data active = max response mostly above about 13%, no sharp cut-off; inactive = mostly below about 14%; also: read at 38.3 µM for the half of the compounds with a filed dose; 0% is about no effect
# Pf growth 96h – Primary qHTS for delayed death inhibitors of the malarial parasite plastid, 96 hour incubation; P. falciparum luciferase reporter growth, 96 h; Potency, µM (doses to about 28.7 µM), inactives show at the top dose activity change, negative = inhibition, hits mostly inhibitors; hit rate 6.9% among 320,000; also: potency is read from the fitted curve at half-maximal effect; % is scaled to controls: 0 for no effect and ±100 for the full control effect
#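 Cell-based qHTS: luciferase-tagged P. falciparum in erythrocytes (2% hematocrit, 0.05% parasitemia final) incubated with compounds for 96 hours, 37 C, 5% CO2; luciferase detection reagent then added and luminescence measured.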
# Pf growth 48h – Primary qHTS for delayed death inhibitors of the malarial parasite plastid, 48 hour incubation; P. falciparum luciferase growth in erythrocytes, 48 h; Potency, µM (titrated, usually from 28.7 µM), for inactives: top-dose activity change, negative = inhibition, actives largely listed as inhibitors; hit rate 5.9% among 310,000; AID 504832, 2011; also: potency is read from the fitted curve at half-maximal effect; % is scaled to controls: 0 for no effect and ±100 for the full control effect
#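 Read-out is firefly luciferase luminescence from an integrated reporter in P. falciparum, so falling signal marks reduced parasite growth. Infected erythrocytes were at 2% hematocrit and 0.1% parasitemia (final) in Albumax-supplemented RPMI 1640.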
# AmpC no deterg – qHTS Inhibitors of AmpC Beta-Lactamase (assay without detergent). P00811. AmpC nitrocefin hydrolysis, absorbance 480 nm, 0.0001% Triton. Potency, µM (highest dose often 57.1 µM), for the others: at the highest dose activity change, negative = inhibition, hits mostly inhibitors. hit rate 0.52% among 330,000. AID 485341, 2010;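 also: potency is read from the fitted curve at half-maximal effect; plate controls were no compound for no effect and no enzyme for full effect; nearly all actives have a fitted effect of over 20% in size; some results filed as inactive show a strong effect at the top dose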
# Target sequence (P00811 whole entry, looked up): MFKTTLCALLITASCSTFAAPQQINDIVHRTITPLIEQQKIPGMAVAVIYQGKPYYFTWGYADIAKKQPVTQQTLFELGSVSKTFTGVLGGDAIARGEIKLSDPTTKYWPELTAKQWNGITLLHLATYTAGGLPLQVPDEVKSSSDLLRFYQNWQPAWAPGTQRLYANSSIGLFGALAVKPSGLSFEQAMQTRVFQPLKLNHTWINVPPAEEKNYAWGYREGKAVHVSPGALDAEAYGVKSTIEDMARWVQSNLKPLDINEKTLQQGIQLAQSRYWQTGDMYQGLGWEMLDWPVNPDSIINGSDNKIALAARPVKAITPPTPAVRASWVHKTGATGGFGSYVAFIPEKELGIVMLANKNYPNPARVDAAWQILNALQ
#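 20 mM phosphate pH 7.0 + 0.01% (detergent screen) or 0.0001% Triton X-100; 5.3 nM AmpC reagent; cpd preinc 15 min RT; nitrocefin (800 uM stock) to start; A480 q20 s × 4 min; Activity was normalised to no-enzyme and no-compound control wells.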
# Shiga inhibitor – A qHTS for Small Molecule Inhibitors of Shiga Toxin; Vero cells, Shiga toxin protein synthesis inhibition reporter; inhibition, % at 38.7 µM; hit rate 9.2% among 290,000; AID 2315, 2010; in the data active = inhibition mostly above about 28%, no sharp cut-off; inactive = mostly below about 43%; also: 0% is about no effect
# LmPK inh – qHTS Assay for Inhibitors of Leishmania Mexicana Pyruvate Kinase (LmPK) | Q27686 | purified LmPK, Kinase-Glo ATP luminescence, 1 h | Potency, µM (top dose mostly 57.5 µM), for inactives: at the top dose activity change, negative = inhibition, hits mostly inhibitors | hit rate 0.37% among 290,000; also: potency is read from the fitted curve at half-maximal effect; % is scaled to controls: 0 for no effect and ±100 for the full control effect
# Target sequence (Q27686 whole entry, looked up): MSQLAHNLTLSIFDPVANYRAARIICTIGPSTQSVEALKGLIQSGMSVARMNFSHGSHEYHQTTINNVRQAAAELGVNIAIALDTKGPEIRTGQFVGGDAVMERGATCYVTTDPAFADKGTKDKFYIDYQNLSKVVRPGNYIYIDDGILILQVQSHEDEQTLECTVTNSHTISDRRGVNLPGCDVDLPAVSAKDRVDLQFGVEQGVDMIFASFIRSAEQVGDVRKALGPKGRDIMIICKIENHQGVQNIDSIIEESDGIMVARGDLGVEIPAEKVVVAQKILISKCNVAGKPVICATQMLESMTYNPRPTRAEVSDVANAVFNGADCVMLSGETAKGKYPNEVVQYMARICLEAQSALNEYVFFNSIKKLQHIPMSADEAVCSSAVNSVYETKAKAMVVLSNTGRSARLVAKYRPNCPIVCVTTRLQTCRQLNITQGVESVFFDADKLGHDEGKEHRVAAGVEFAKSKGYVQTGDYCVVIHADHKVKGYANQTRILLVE
#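 ATP generated from ADP (0.1 mM) and PEP (0.5 mM) by 0.1 nM LmPK over 1 h at room temperature (pH 7.2 imidazole buffer) was detected by coupled luciferase luminescence. Values were normalized to uninhibited and no-enzyme wells.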
# Active calls of the source: *; u = inconclusive; x = no result given; [ ] = remark or other dose. Unless noted, calls follow the shape of the dose curve; as a rule, active = well fitted curve in the direction sought with a large enough effect; inconclusive = small, poorly fitted or top-dose-only effect, or another doubt; inactive = no such curve, though single readings can be large; an effect the other way counts as inactive or inconclusive.
# Preview (2 entries):
SMILES,TbPYK inhibitor,CHX counter,Pf growth 96h,Pf growth 48h,AmpC no deterg,Shiga inhibitor,LmPK inh
CO/N=C/NC(=O)Cc1cn(-c2ncc(C(F)(F)F)cc2Cl)c2ccccc12,-1.5%,1.0,-31.8%,x,93.2%[activator],-5.2,0.4%
O=[N+]([O-])c1ccc(N2CCOCC2)cc1NC(c1ccccc1)c1ccccc1,-4.6%,-1.7,2.08µM*,u,-11.9%,-3.3,3.3%

# Main list, repeating the preview:
SMILES,TbPYK inhibitor,CHX counter,Pf growth 96h,Pf growth 48h,AmpC no deterg,Shiga inhibitor,LmPK inh
CO/N=C/NC(=O)Cc1cn(-c2ncc(C(F)(F)F)cc2Cl)c2ccccc12,-1.5%,1.0,-31.8%,x,93.2%[activator],-5.2,0.4%
O=[N+]([O-])c1ccc(N2CCOCC2)cc1NC(c1ccccc1)c1ccccc1,-4.6%,-1.7,2.08µM*,u,-11.9%,-3.3,3.3%
Cc1cc(C(F)F)n2nc(C(=O)Nc3cccnc3Cl)nc2n1,-3.7%,-1.2,43.0%[activator],49.5%[activator],-11.5%,7.6,2.7%
Cc1ccc(-n2cc(CN3CCC(O)(c4ccccn4)CC3)c(-c3ccc(F)cc3)n2)cc1,0.6%,0.6,2.33µM*,4.65µM*,150.9%[activator],21.3,2.7%
COc1ccccc1C(=O)N(Cc1ccc(C)o1)C1CCS(=O)(=O)C1 (stereo not given),-7.6%,1.5,86.4%[activator],27.3%,-16.7%,-7.2,-3.9%
CC(C)Cc1cc(C(=O)NCc2cccs2)no1,1.9%,40.1*,u,112.5%[activator],u,84.1*,-4.9%
Cc1ccc(C(=O)c2coc3cc([N+](=O)[O-])c(O)c([N+](=O)[O-])c23)cc1,-30.2%,6.9,-22.4%,-10.8%,-25.3%,13.2,-1.3%
O=c1[nH]c(=O)n(-c2ccccc2)c(O)c1N=Nc1ccc(Br)cc1,5.5%,19.1,3.3%,67.7%[activator],-12.1%,20.2,5.1%
Cc1ccc(NC(=S)NCC(C)CSc2ccc(Cl)cc2)cc1 (stereo not given),-2.3%,9.2,u,u,u,-3.0,0.2%
O=C(Cc1ccc([N+](=O)[O-])cc1)N1N=C2CCCCC2C1(O)C(F)(F)F (stereo not given),-3.7%,8.1,u,6.1%,-9.5%,11.2,7.1%
Cc1ccc(Nc2ncnc(N)n2)cc1,-4.6%,36.5*,-38.2%,110.9%[activator],-9.7%,49.7*,3.3%
CC12CCC(C(=O)Nc3ccccc3Br)(C/C1=N\O)C2(C)C (stereo not given),5.4%,5.6,2.5%,37.1%[activator],-8.2%,-7.5,3.2%
CC(=O)Nc1ccc(S(=O)(=O)Nc2cc(S(=O)(=O)N3CCCCC3)ccc2O)cc1,2.6%,x,2.8%,u,-28.0%,x,x
O=C(COc1ccc2c3c(c(=O)oc2c1)CCCC3)NCc1cccnc1,1.8%,1.7,u,u,-0.5%,-17.1,-9.6%
CCOc1ccc2oc(C(=O)OCC(=O)NC3CCCC3)c(C)c2c1,-7.5%,x,-13.6%,-18.2%,-6.0%,x,x

# Four entries from above, sorted by SMILES length, rising.
SMILES,TbPYK inhibitor,CHX counter,Pf growth 96h,Pf growth 48h,AmpC no deterg,Shiga inhibitor,LmPK inh
CC(C)Cc1cc(C(=O)NCc2cccs2)no1,1.9%,40.1*,u,112.5%[activator],u,84.1*,-4.9%
CCOc1ccc2oc(C(=O)OCC(=O)NC3CCCC3)c(C)c2c1,-7.5%,x,-13.6%,-18.2%,-6.0%,x,x
CC(=O)Nc1ccc(S(=O)(=O)Nc2cc(S(=O)(=O)N3CCCCC3)ccc2O)cc1,2.6%,x,2.8%,u,-28.0%,x,x
Cc1ccc(C(=O)c2coc3cc([N+](=O)[O-])c(O)c([N+](=O)[O-])c23)cc1,-30.2%,6.9,-22.4%,-10.8%,-25.3%,13.2,-1.3%

# (listing goes on)
SMILES,TbPYK inhibitor,CHX counter,Pf growth 96h,Pf growth 48h,AmpC no deterg,Shiga inhibitor,LmPK inh
COc1cc(-c2nnc(NC(=O)CCS(=O)(=O)c3ccc(F)cc3)o2)cc(OC)c1OC,-0.4%,x,u,-15.4%,-6.5%,x,x
CCOc1ccc(NC(=O)CN(C)C(=O)c2ccc(=O)[nH]c2)cc1OCC,4.4%,14.7,-13.0%,88.4%[activator],-3.4%,5.9,-4.5%
Cn1c(=O)c2c(nc(SCC(=O)c3cccs3)n2Cc2ccc(F)cc2)n(C)c1=O,-1.5%,-0.8,u,12.0%,-10.7%,8.5,2.4%
CC(=O)N1c2c(cc(Br)cc2S(=O)(=O)N2CCN(c3ccccc3F)CC2)CC1C (stereo not given),1.3%,-3.0,11.7µM*,u,88.5%[activator],-17.6,9.0%
Cc1cc(C)n2c(SCc3ccc(Br)cc3)nnc2n1,-0.1%,11.2*,-21.3%,-3.6%,127.7%[activator],34.7,3.9%
O=S(=O)(NCC1CCN(c2ccc(S(=O)(=O)N3CCOCC3)cc2)CC1)c1ccc(F)cc1,1.2%,-5.0,18.3%,u,0.9%,-9.0,0.1%
CC1=NOC(=O)/C1=C/c1ccc(O)c(Br)c1,-3.0%,-1.9,8.4%,-9.0%[0.00184 µM],-16.2%,-4.0,0.1%
O=C(COC(=O)Cc1ccsc1)Nc1cccc(F)c1,0.6%,x,6.6%,27.8%,-15.9%,x,x
CC(C)NS(=O)(=O)c1ccc(NC(=O)C(C)OC(=O)C2CCC2)cc1 (stereo not given),3.9%,x,8.1%,-7.0%,-23.3%,x,x
COCCC(=O)NC12CC3CC(CC(C3)C1)C2,3.5%,-2.3,x,2.6%,-14.9%,-6.6,-5.8%
CCn1c(=N)n(CC(=O)c2ccc(OC)c(OC)c2)c2ccccc21,-20.2%,0.4,x,u,28.5%,-10.4,2.0%
Cc1nnc(SCC(=O)Nc2ccc(F)cc2F)n(N)c1=O,1.2%,-1.8,9.5%,6.9%,-14.7%,-31.1,-2.4%
CC1CCN(C(=O)c2cc(S(=O)(=O)N3CCCCC3)c[nH]2)CC1,-5.5%,0.7,-10.4%,13.3%,-12.1%,1.7,0.6%
COc1ccccc1N1CCN(C(c2cccs2)C(C)NS(=O)(=O)c2ccccc2)CC1 (stereo not given),-8.5%,-0.7,7.38µM*,u,u,3.4,5.0%
CCCc1c(C(=O)N/N=C/c2ccncc2)nnn1-c1nonc1N,0.0%,8.1,-27.8%,-3.4%,0.4%,-5.2,-1.1%
COc1cc(NC(=O)C2CCN(c3cnccn3)CC2)cc(OC)c1OC,-3.7%,1.1,-20.9%,-11.7%,0.9%,-4.3,-0.3%
CCOc1ccccc1OCCCOc1ccc(C)cc1Cl,-7.8%,23.1*,-1.2%,3.4%,-3.8%,61.5*,-8.3%
COc1ccc(-c2noc(C3CCCN(C(=O)CCc4ccccc4)C3)n2)cc1 (stereo not given),-0.7%,14.5*,206.4%[activator],-0.1%,60.4%[activator],22.6,2.9%
N#Cc1ccccc1OCc1cccc(S(=O)(=O)N2CCOCC2)c1,2.4%,x,u,u,5.2%,x,x
COC(=O)c1cn(C(=O)/C=C/c2ccc(OC)c(OC)c2)c2ccccc12,-2.0%,2.4,93.7%[activator],u,-2.4%,4.0,-6.9%
COc1ccc(N(CC(=O)O)S(=O)(=O)c2cccnc2)cc1,-5.0%,-1.0,13.5%,11.4%,-11.1%,-11.1,7.4%
CCOC(=O)C1=C(C)N=c2s/c(=C3/C(=O)Nc4ccccc43)c(=O)n2C1c1ccc(C)cc1 (stereo not given),-9.8%,-2.7,u,-21.3%,-5.0%,14.9,-14.6%
COc1ccccc1NS(=O)(=O)c1cc(NC(=O)c2sccc2C)ccc1N1CCOCC1,-1.7%,-5.0,11.7µM*,u,2.1%,-1.3,5.5%
C=CCN1C2CCCC1CC(NC(=O)Nc1cc(C)cc(C)c1)C2 (stereo not given),-3.9%,8.0,-37.0%,-22.8%,0.9%,-1.4,9.0%
COc1ccc(C(=O)NC(=O)COC(=O)c2ccc(C)o2)cc1,1.9%,x,-6.6%,-16.6%,-9.4%,x,x
CCC1=NN(C(=O)C(=O)NCCc2ccccc2)C(O)(C(F)(F)F)C1 (stereo not given),-5.5%,-0.6,18.6%,21.7%,-21.9%,-9.7,2.1%
Cn1c(CCC(=O)OCC(=O)NCc2ccccc2Cl)nc(=O)c2ccccc21,-6.6%,-1.9,12.2%,-17.0%,-4.3%[11.4 µM],-15.1,1.9%
CN(C)S(=O)(=O)c1ccc(S(=O)(=O)N(CC(=O)Nc2ccccc2)Cc2ccco2)cc1,-4.7%,2.6,31.8%,4.4%,-15.5%,9.6,0.5%
CS(=O)(=O)Oc1ccc2c(c1)O/C(=C\C=C\c1ccccc1)C2=O,0.9%,14.6*,u,u,-36.4%,36.1*,1.7%
O=c1[nH]c(CN2CCOCC2)nc2cc(Cl)ccc12,0.5%,13.0*,-0.9%,4.2%,-10.1%,9.1,-4.4%
CCn1c(=O)c(C(=O)NCc2ccccc2OC)c(O)c2ccccc21,-18.2%,-1.9,-15.7%,3.7%,-16.9%,-4.7,-5.7%
CC(C)=C1C(=O)NN(c2ccc(F)c(Cl)c2)C1=O,-1.5%,-4.2,1.2%,0.8%,-42.2%,-14.9,-2.5%
COc1ccc(NC(=O)C(=O)NNC(=O)c2ccc(Cl)cc2Cl)cc1,8.9%,-11.0,-27.4%,8.0%,-21.9%,1.0,-10.3%
CC(=O)NC(CC(=O)NCCCn1ccc2ccccc21)c1ccccc1 (stereo not given),-15.3%,1.5,9.4%,-2.8%,13.2%,-3.3,1.3%
Cc1nc2nc(Cc3ccccc3)[nH]n2c(=O)c1Cc1ccccc1,-3.2%,-1.1,-1.8%,-3.1%,-51.4%,-3.3,8.2%
c1n[nH]c(NCc2ccc3c(c2)OCO3)n1,x,-1.7,2.2%[5.75 µM],3.5%,-7.4%,-23.7,8.3%
C=CCNc1nc(N2CCCC2)nc2ccccc12,-8.8%,-0.7,x,5.22µM*,-17.5%,-6.9,-4.1%
COc1ccc(NS(=O)(=O)c2ccc3c(c2)CCC(=O)N3)c(OC)c1,4.3%,-3.3,u,-12.0%,-4.3%,14.1,-2.8%
COc1cc(-c2nc(S(=O)(=O)c3ccc(C)cc3)c(N(C)C)o2)cc(OC)c1OC,-1.1%,-1.4,0.4%,-15.9%,-11.0%,-11.0,1.2%
COc1ccccc1CNC(=O)CCC(=O)n1ncc2cc(C)ccc21,-10.5%,6.0,2.62µM*,7.6%,-8.8%,1.6,-2.1%
C/C=C/C(=O)N1c2ccccc2C(C)=CC1(C)C,4.2%,-2.6,249.6%[activator],u,-0.2%,-13.7,2.7%
NNC(=O)Cn1c(-c2nonc2N)nc2ccccc21,-0.2%,1.1,0.0%,-18.0%,-51.1%,-6.1,2.2%
COc1ccc(S(=O)(=O)N(C)c2ccc(C(=O)N3CCOCC3)cc2)cc1OC,0.0%,7.0,-4.2%,2.8%,11.2%,2.7,-1.7%

# High-throughput results as filed in PubChem BioAssay.
